CHT PAM – allosterically activates the human high affinity choline transporter. Q9GZV3. CHT-expressing cells, membrane potential dye, choline EC20; active compounds read high; LV-AA mutant CHT in HEK293 cells. B-score at 10 µM. 310,000 tested, 0.49% active. AID 488977;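 active means initial fluorescence not abnormally high and integrated response B-score, plate-corrected, over 3 SD above library mean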
Target sequence (Q9GZV3 whole entry, looked up): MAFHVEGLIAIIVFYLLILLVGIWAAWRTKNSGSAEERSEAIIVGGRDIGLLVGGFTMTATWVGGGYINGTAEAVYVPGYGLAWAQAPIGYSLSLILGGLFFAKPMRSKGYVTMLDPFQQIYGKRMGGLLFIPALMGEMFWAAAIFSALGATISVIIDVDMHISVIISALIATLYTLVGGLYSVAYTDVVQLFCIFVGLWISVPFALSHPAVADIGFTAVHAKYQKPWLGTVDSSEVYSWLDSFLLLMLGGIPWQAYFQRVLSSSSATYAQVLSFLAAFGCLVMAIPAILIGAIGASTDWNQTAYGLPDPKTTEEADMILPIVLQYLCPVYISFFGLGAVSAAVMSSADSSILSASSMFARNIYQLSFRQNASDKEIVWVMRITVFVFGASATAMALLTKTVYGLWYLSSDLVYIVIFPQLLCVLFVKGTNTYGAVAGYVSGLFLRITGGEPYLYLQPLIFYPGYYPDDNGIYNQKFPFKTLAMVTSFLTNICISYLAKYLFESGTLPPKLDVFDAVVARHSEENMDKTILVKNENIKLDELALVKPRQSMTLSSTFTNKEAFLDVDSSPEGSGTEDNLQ
OX1R antag – human HCRTR1 antagonism; O43613; inhibition, % at 5 µM; CHO/OX1R cells, Fluo-8 calcium fluorescence, orexin A; 330,000 tested, 0.43% active;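 active means inhibition above its plate's threshold, mean inhibition of all tested compounds on the plate plus 3 SD, cut at about 37% in these data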;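 further: 0% = orexin A challenge wells and 100% = SB-334867-A antagonist wells; not every result past the cut was called active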
Target sequence (O43613 whole entry, looked up): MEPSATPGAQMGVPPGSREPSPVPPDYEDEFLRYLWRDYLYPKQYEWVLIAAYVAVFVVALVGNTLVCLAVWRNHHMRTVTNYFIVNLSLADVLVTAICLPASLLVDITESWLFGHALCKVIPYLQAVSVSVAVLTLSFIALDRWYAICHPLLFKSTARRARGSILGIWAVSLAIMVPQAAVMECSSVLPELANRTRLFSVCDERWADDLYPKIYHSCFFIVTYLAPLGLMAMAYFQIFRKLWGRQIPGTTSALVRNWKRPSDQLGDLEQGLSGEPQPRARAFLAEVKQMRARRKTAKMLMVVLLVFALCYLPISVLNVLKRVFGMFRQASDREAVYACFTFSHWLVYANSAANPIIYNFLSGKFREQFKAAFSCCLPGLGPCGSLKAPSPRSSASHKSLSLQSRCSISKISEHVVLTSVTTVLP
* marks the source's active call; other numbers are inactive results; i = inactive; · = no result given. This is a subset (hit frequency here may not be typical).

SMILES	CHT PAM	OX1R antag
FCCN(CCF)c1cccc(Cl)c1	i	-19
CCC(C)C(NC(=O)CCCNC(=O)CCC(=O)OC1O[C@H]2OC3(C)CC[C@H]4[C@H](C)CCC(C1C)C24OO3)C(=O)O (stereo not given in full)	i	7
CC1CN(c2cc([N+](=O)[O-])ccc2Cl)CC(C)N1 (stereo not given)	i	5
CCOC(=O)C1(CCc2ccccc2)CCN(Cc2ccco2)CC1	i	-16
CCN1C[C@@]2(COC)C3[C@@H](OC)[C@H]4[C@@H]1[C@@]3(C1C[C@@]3(O)[C@H](OC(=O)c5ccccc5)C1[C@]4(OC(C)=O)[C@@H](O)[C@H]3OC)[C@@H](OC)C[C@H]2O (stereo not given in full)	i	-3
Cc1[nH]c2ccccc2c1C(=O)CN1CC=C(c2ccccc2)CC1	i	10
Cn1c(O)c(C=NC2C(=O)C3(C)CCC2C3(C)C)c(=O)n(C)c1=O (stereo not given)	i	-4
CCCCn1c(O)c(C(C)=NCC2CCCO2)c(=O)[nH]c1=O (stereo not given)	i	-17
C=C1C[C@]2(O)[C@@]3(C)CCC(=O)C(C)(C)C3=C(O)C(=O)[C@@]2(C)[C@@H]2C(=O)O[C@@](C)(C(=O)OC)C(=O)[C@@]12C	i	-13
O=C1NC(=O)C(CCc2ccncc2)(CCc2ccncc2)C(=O)N1CCc1ccccc1	i	-27
COc1ccc(N2C(=O)NC(=O)/C(=C\c3ccccc3[N+](=O)[O-])C2=O)cc1	i	2
C[N+]1(C)C2CC(OC(=O)C(CO)c3ccccc3)CC1C1OC12 (stereo not given)	i	-19
FC(F)(F)c1ccc2c(c1)nnn2C1CCN(Cc2nnnn2Cc2ccccc2)CC1	i	-5
CCOC(=O)c1c(C)[nH]c(C)c1C(=O)C(Cc1ccccc1)N(C)C (stereo not given)	i	14
CCC1(c2cccc(O)c2)CCCCN(C)C1 (stereo not given)	i	-7
CCn1cc(/C=c2/sc3n(c2=O)C2c4ccccc4OC(C)(N=3)C2C(=O)OC)c(C)n1 (stereo not given)	i	-2
Cc1ccc2[nH]c(=S)n(-c3cccnc3)c(=O)c2c1	i	-15
Cc1ccc(C(=O)C2CN3CCC2CC3)cc1 (stereo not given)	i	6
Cc1ccccc1NC(=O)c1cc(-c2ccccc2)n(CCCN2CCOCC2)c1C	i	5
COc1ccc(NC(=O)c2cn(CCC#N)nc2-c2cccc([N+](=O)[O-])c2)cc1	i	-11
CC(=O)c1c(C)n(CC2CCCO2)c2ccc(O)cc12 (stereo not given)	i	-10
C=CCc1ccc(OC)cc1	i	-22
COc1ccccc1-n1c(O)c(C=NC2CC2)c(=O)[nH]c1=O	i	-3
CC(C)CN1CCN(Cc2ccc(C(F)(F)F)cc2)CC1CCO (stereo not given)	i	-9
Cc1cc(=O)oc2cc(OCC(=O)N3CCN(C(C)c4ccccc4)CC3)c(Cl)cc12 (stereo not given)	·	-29

A run of entries from further up:
SMILES	CHT PAM	OX1R antag
C=C1C[C@]2(O)[C@@]3(C)CCC(=O)C(C)(C)C3=C(O)C(=O)[C@@]2(C)[C@@H]2C(=O)O[C@@](C)(C(=O)OC)C(=O)[C@@]12C	i	-13
O=C1NC(=O)C(CCc2ccncc2)(CCc2ccncc2)C(=O)N1CCc1ccccc1	i	-27

Later entries:
SMILES	CHT PAM	OX1R antag
CN1C2CCC1C(C(=O)O)C(OC(=O)c1ccccc1)C2 (stereo not given)	·	3
COc1cccc(-n2c(/C=C/c3ccccn3)nc3ccccc3c2=O)c1	i	·
Cn1cc(C(=O)OCC(=O)N2CCCC2)c2ccccc21	·	-3
CC1CCCCN1CC(O)c1c[nH]c2ccccc12 (stereo not given)	i	-17
O=C(c1cccc(Cl)c1)C1CCCN(Cc2ccon2)C1 (stereo not given)	i	-13
O=C(COc1ccc2ccccc2c1)N1CCN(C2CCN(Cc3ccccc3)CC2)CC1	i	-15
C/C(=N\NC(=O)c1ccccc1)c1c(O)n(Cc2ccccc2)c(=O)[nH]c1=O	i	-22
CCc1cc(=O)oc2cc(OCC(=O)N3C[C@H]4C[C@@H](C3)c3cccc(=O)n3C4)ccc12	i	-15
Cn1c(O)c(C(=Nc2ccc(F)cc2)c2ccccc2)c(=O)n(C)c1=O	i	-10
Cc1cc[n+](Cc2ccccc2)cc1	i	12
COc1ccc(C[C@H]2NC[C@H](O)[C@H]2OC(C)=O)cc1	i	-3
Cc1sc2ccccc2c1CC1=NCCN1	7.8*	-4
CCOC(=O)N(C)c1ccc(C(O)(C(=O)OC)C(F)(F)F)cc1 (stereo not given)	i	-24
C[C@H](NC(=O)N1C[C@H]2C[C@@H](C1)c1cccc(=O)n1C2)C(=O)Nc1cccc(F)c1	i	8
CN(C)CCNC(=O)c1cccn(Cc2cccc(C(F)(F)F)c2)c1=O	i	0
COc1cccc(-n2c(O)c(C=NCCN3CCOCC3)c(=O)[nH]c2=O)c1	i	-10
CN=C(SCC(=O)c1cccc(Cl)c1)c1c(O)n(C)c(=O)n(C)c1=O	i	-29
CC(C)OS(C)(=O)=O	·	4
CC(=O)C1C2c3ccccc3OC1(C)N=c1s/c(=C/c3cn(C)nc3C)c(=O)n12 (stereo not given)	i	-31
Cc1ccc(S(=O)(=O)N2CCN(C(=O)COC(=O)Cc3ccccc3)CC2)c(C)c1	i	-33
COC(=O)C1=C(c2cccc(OC)c2OC)C[C@@H]2CC[C@H]1N2C(=O)N1CCOCC1	i	-2
CCCCC1(CCCC)C(=O)NC(=Nc2cccc(C)c2)NC1=O	i	11
C=CC(C)C(C(=O)c1ccccc1)N(C)C (stereo not given)	i	-4
O=C(c1cccc(C(F)(F)F)c1)N1C[C@H]2C[C@@H](C1)c1cccc(=O)n1C2	i	-6
COC(=O)C1=C(c2ccc(OC(F)(F)F)cc2)C[C@@H]2CC[C@H]1N2C(=O)N1CCC(C)CC1	·	-8
Other records follow:
SMILES	CHT PAM	OX1R antag
CC/C(=N\NC(=O)c1ccccc1)c1c(O)n(Cc2ccccc2)c(=O)[nH]c1=O	i	-24
O=C(C(=O)N1CCOCC1)c1cn(Cc2ccccc2F)c2ccccc12	i	-7
CCOC(=O)C1CCN(C=C2C(=O)N(C)C(=S)N(C)C2=O)CC1	i	-7
c1cncc(CNC2=NCCCCC2)c1	i	-23
O=C(Nc1ccc(Cl)cc1C(=O)c1ccccc1)c1ccc(Br)o1	i	-27
C/C=C(\C)C(=O)N[C@@H](c1ccccc1)[C@@H](O)C(=O)O[C@H]1C[C@@]2(O)[C@@H](OC(=O)c3ccccc3)C3[C@](C)(C(=O)[C@H](OC(C)=O)C(=C1C)C2(C)C)[C@H](O)C[C@H]1OC[C@@]31OC(C)=O (stereo not given in full)	i	-32
O=C(Cc1ccc(Cl)c(Cl)c1)NCC1(N2CCOCC2)CCCCC1	i	-18
C[C@@H]1CN(C2CCC(C#N)(c3ccc(F)cc3)CC2)CC[C@]1(C(=O)O)c1ccccc1 (stereo not given in full)	i	0
COc1ccc(/C=C2/C(=O)N(Cc3ccco3)C(=O)N(C(C)C)C2=O)cc1	i	-7
CSc1nnc(C2CCNCC2)n1C	i	-2
Cc1ccc2c(c1)CNc1ccccc1O2	i	-17
CCCCCCN=Cc1c(O)n(C)c(=O)n(C)c1=O	i	-23
CCc1ccc(-n2c(O)c(/C=N/N3CCCCC3c3cccnc3)c(=O)[nH]c2=O)cc1 (stereo not given)	i	-26
Cc1ccccc1-n1c(-c2ccoc2)nc2ccccc2c1=O	i	-28
Cc1ccnc(-n2c(C)nc3ccccc3c2=O)c1	i	-11
c1ccc(CCNCc2cccs2)cc1	i	·
CCN(CC)c1ccc(/C=C2/C(=O)NC(=O)N(CC3CCCO3)C2=O)cc1 (stereo not given)	i	-9
CC(=O)O[C@]1(c2ccccc2)CCN(C)[C@H]2CCCC[C@@H]21	i	4
CN1CCc2cccc(Cl)c2CC1	i	-2
Cc1sc2nc(COC(=O)Cc3ccccc3)[nH]c(=O)c2c1C	i	-20
C[C@]12CC[C@@H]3c4ccc(O)c(O)c4CC[C@H]3[C@@H]1CC[C@@H]2O	i	-17
CC/C(=N\NC(=S)Nc1ccccc1)c1c(O)[nH]c(=O)[nH]c1=O	i	-1
Cc1ccsc1C(=O)C1CCCN(Cc2ccc(-n3cccn3)cc2)C1 (stereo not given)	i	-19
C=CCC1C(=O)NC(=S)NC1=O	i	-5
COc1ccccc1CCNCc1ccc(OC)c(OC)c1OC	i	-21
Other structures follow:
SMILES	CHT PAM	OX1R antag
CCCCCc1nc2ccccc2c(=O)n1-c1ccc(Cl)cc1[N+](=O)[O-]	i	-20
CCC(=O)N1CC(=O)Nc2ccc(Br)cc2C1c1ccccc1 (stereo not given)	i	-17
C=C(C)[C@@]12OC3(c4ccccc4)O[C@@H]1C1[C@@H]4O[C@]4(CO)[C@@H](O)[C@]4(O)C(=O)C(C)=C[C@H]4[C@@]1(O3)[C@H](C)[C@H]2OC(=O)/C=C/C=C/c1ccccc1 (stereo not given in full)	i	-18
COC(=O)C1=C(c2cc3ccccc3s2)C[C@@H]2CC[C@H]1N2C	·	-23
Cc1ccc(OCC(=O)NCCN2CCN(C(=O)COc3ccc(C)cc3)CC2)cc1	i	-13
CC(=O)Nc1ccccc1C(=O)OCC(=O)c1ccc2c(c1)OCCO2	i	-11
COC(=O)C1=C(c2ccccc2)C[C@@H]2CC[C@H]1N2C(=O)NCC1CC1	i	-22
Cc1nc2ccccc2c(=O)n1-c1ccc(C(=O)O)cc1	i	-19
CCOC(=O)C1=C(C)OC(N)=C(C#N)C12C(=O)N(C)c1ccccc12 (stereo not given)	i	-3
CC1=NN(c2ccccc2)C(=O)C1/C=C1\C(=O)NC(=O)N(c2cc(C)cc(C)c2)C1=O (stereo not given)	i	0
NC1=NC(c2cccnc2)n2c(nc3ccccc32)N1 (stereo not given)	i	-3
CCCCc1cc(=O)oc2cc(OCC(=O)N3C[C@H]4C[C@@H](C3)c3cccc(=O)n3C4)c(Cl)cc12	i	-31
COc1ccc(-c2cc(C(F)(F)F)n3nc(C(=O)N4CCC5(CC4)OCCO5)cc3n2)cc1OC	i	-19
C=CCN1C(=O)NC(=O)/C(=C/c2c(CCN(C)C(=O)c3ccccc3)cc3c(c2OC)OCO3)C1=O	i	-21
CC1(C)CC(=O)C=C(NCCN2CCN(C(=O)Cc3ccc(Cl)cc3)CC2)C1	i	-33
CN(C)CC1CCCCC1=O (stereo not given)	i	2
CCCC(=O)NC(Oc1ccc(C(C)=O)cc1)C(Cl)(Cl)Cl (stereo not given)	i	9
CCC(=Nc1cccc(C(F)(F)F)c1)c1c(O)n(C)c(=O)n(C)c1=O	i	-11
CCC(COC(=O)NC)NC(=O)Oc1cccc(C)c1 (stereo not given)	i	4
Cn1cccc1CNCCc1ccccc1F	i	-26
COC(=O)C1=C(c2ccc(OC(F)(F)F)cc2)C[C@@H]2CC[C@H]1N2C(=O)NC1CCCCC1	·	-21
CCOc1ccc(C(=O)OC2CC3CCC(C2)N3C)cc1 (stereo not given)	i	-15
COc1ccc(C(O)C(C)NC(C)C(O)c2ccc(OC)cc2)cc1 (stereo not given)	i	-20
FC(F)(F)c1ccc2c(c1)N(CCCN1CCN(CCCl)CC1)c1ccccc1S2	i	0
OC(CNCCc1c[nH]c2ccccc12)C(F)(F)F (stereo not given)	i	-8
Following part:
SMILES	CHT PAM	OX1R antag
Cc1[nH]n(-c2ccccc2)c(=O)c1C(c1ccc([N+](=O)[O-])cc1)c1c(C)[nH]n(-c2ccccc2)c1=O	i	-9
Clc1ccccc1C1=NCc2nncn2-c2sc(Br)cc21	i	-4
COc1ccc(C(=O)N/N=C/C23CC[C@@H](O)CC2(O)CC[C@@H]2[C@@H]3CCC3(C)C(C4=CC(=O)OC4)CCC23O)cc1 (stereo not given in full)	i	-6
Cc1ccccc1CN1CCNCC1	i	-25
CC(C)(C)[C@]1(O)C[C@@H]2OC(=O)C[C@@]23C(=O)O[C@@H]2OC(=O)[C@@H](O)C213 (stereo not given in full)	·	-6
COc1ccc(O)c(CN2CCCC(C(=O)c3ccccc3SC)C2)c1 (stereo not given)	i	-17
CC[C@H]1CN(C)C[C@@]2(C(=O)OC)Cc3c([nH]c4ccccc34)C(=O)C[C@@H]12	i	-4
Cc1ccc(N2C(=O)NC(=O)C(CCc3ccncc3)(Cc3cccc(Cl)c3Cl)C2=O)cc1 (stereo not given)	i	-12
Cc1ccccc1-n1c(C)nc2ccccc2c1=O	i	-6

Of the compounds above, 15 have an aryl methoxy group:
SMILES	CHT PAM	OX1R antag
COc1ccc(N2C(=O)NC(=O)/C(=C\c3ccccc3[N+](=O)[O-])C2=O)cc1	i	2
COc1ccc(NC(=O)c2cn(CCC#N)nc2-c2cccc([N+](=O)[O-])c2)cc1	i	-11
C=CCc1ccc(OC)cc1	i	-22
COc1ccccc1-n1c(O)c(C=NC2CC2)c(=O)[nH]c1=O	i	-3
COc1cccc(-n2c(/C=C/c3ccccn3)nc3ccccc3c2=O)c1	i	·
COc1ccc(C[C@H]2NC[C@H](O)[C@H]2OC(C)=O)cc1	i	-3
COc1cccc(-n2c(O)c(C=NCCN3CCOCC3)c(=O)[nH]c2=O)c1	i	-10
COC(=O)C1=C(c2cccc(OC)c2OC)C[C@@H]2CC[C@H]1N2C(=O)N1CCOCC1	i	-2
COc1ccc(/C=C2/C(=O)N(Cc3ccco3)C(=O)N(C(C)C)C2=O)cc1	i	-7
COc1ccccc1CCNCc1ccc(OC)c(OC)c1OC	i	-21
COc1ccc(-c2cc(C(F)(F)F)n3nc(C(=O)N4CCC5(CC4)OCCO5)cc3n2)cc1OC	i	-19
C=CCN1C(=O)NC(=O)/C(=C/c2c(CCN(C)C(=O)c3ccccc3)cc3c(c2OC)OCO3)C1=O	i	-21
COc1ccc(C(O)C(C)NC(C)C(O)c2ccc(OC)cc2)cc1 (stereo not given)	i	-20
COc1ccc(C(=O)N/N=C/C23CC[C@@H](O)CC2(O)CC[C@@H]2[C@@H]3CCC3(C)C(C4=CC(=O)OC4)CCC23O)cc1 (stereo not given in full)	i	-6
COc1ccc(O)c(CN2CCCC(C(=O)c3ccccc3SC)C2)c1 (stereo not given)	i	-17

Screens from PubChem BioAssay.
